# Screening data (PubChem BioAssay)
# LMPTP inh: blocks human LMPTP phosphatase. AID 651560. 360,000 tested, 0.22% active. inhibition, % at 20 µM. recombinant LMPTP-A, OMFP fluorogenic substrate, fluorescence intensity. P24666;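 active = compounds that cut the enzyme signal by at least half of the control window in the single-dose screen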;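 also: plate controls were DMSO wells with enzyme plus substrate for no effect and substrate without enzyme for full effect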
# Target sequence (P24666 whole entry, looked up): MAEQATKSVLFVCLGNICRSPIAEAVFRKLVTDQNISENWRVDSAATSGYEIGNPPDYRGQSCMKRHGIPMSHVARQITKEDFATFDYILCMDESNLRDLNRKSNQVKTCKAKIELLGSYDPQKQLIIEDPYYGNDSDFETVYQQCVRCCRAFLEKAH
#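 Buffer or medium: Bis-Tris pH 6.0, DTT, detergent; Assay system: LMPTP-A enzyme; Quantity: 0.625 nM enzyme; Detection: endpoint fluorescence intensity; Times: 50 min dark incubation at room temperature; Controls: substrate-only low control, DMSO enzyme-plus-substrate high control; Doses: single 20 µM dose; Read-out: percent inhibition versus substrate-only and uninhibited controls; Reagent: 400 µM OMFP.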
# SUMO1-SIM PPI: modulators of human SUMO1-mediated protein-protein interactions | 360,000 tested, 0.33% active | P63165 | AID 602429 | inhibition, % at 20 µM | SUMO1 binding to a labelled peptide, TR-FRET, 1 h; in the data active = inhibition above about 37%
# Target sequence (P63165 whole entry, looked up): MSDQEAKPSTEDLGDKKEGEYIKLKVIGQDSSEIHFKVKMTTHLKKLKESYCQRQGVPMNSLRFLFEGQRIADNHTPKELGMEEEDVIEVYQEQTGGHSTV
# TbMetRS inhib: blocks T. brucei methionyl-tRNA synthetase activity; purified T. brucei MetRS, ATP depletion, Kinase-Glo luminescence; inhibition, % at 11.9 µM; 360,000 tested, 0.4% active; AID 624268;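 active = inhibition above a per-plate cutoff of the control wells' mean inhibition plus 3 SD, cut at about 5.5% in these data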;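 also: 0% = DMSO wells median and 100% = median of wells with control inhibitor compound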
#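 Dosing: 11.9 µM compound single dose, 0.9% DMSO; Assay system: purified T. brucei MetRS enzyme; Measured by: Kinase-Glo luciferase luminescence reporting remaining unconsumed ATP; Schedule: 15 min plus 2 h at 25 °C.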
# eLon inh: inhibits E. coli Lon protease | AID 602123 | purified E. coli Lon protease, fluorescence polarization | inhibition, % at 7.94 µM | 360,000 tested, 0.42% active | P0A9M0; in the data active = inhibition above about 13%, passing the limit was not always enough;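 also: 0% = enzyme with probe and DMSO and 100% = no enzyme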
# Target sequence (P0A9M0 whole entry, looked up): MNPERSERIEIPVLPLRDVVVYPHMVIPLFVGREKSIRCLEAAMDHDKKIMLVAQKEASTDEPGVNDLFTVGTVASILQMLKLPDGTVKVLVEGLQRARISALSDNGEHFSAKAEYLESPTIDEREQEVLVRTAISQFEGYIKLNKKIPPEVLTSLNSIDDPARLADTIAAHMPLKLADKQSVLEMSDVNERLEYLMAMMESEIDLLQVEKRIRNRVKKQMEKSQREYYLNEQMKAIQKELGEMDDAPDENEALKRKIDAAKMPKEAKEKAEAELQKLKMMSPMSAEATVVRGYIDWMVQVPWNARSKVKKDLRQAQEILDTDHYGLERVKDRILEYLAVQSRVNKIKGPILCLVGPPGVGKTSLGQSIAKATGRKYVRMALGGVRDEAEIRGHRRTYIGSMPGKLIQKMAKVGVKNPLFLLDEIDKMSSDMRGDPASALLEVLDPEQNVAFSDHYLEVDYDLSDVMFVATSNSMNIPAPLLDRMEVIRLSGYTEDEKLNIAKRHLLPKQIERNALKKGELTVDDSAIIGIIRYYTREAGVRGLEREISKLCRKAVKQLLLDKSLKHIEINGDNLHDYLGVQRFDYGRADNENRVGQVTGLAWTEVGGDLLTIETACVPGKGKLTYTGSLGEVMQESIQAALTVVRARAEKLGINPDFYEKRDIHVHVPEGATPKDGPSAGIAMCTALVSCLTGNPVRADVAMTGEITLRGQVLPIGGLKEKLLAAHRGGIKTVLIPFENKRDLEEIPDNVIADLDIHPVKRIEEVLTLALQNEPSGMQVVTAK
# NRP1-CendR mod: alters CendR peptide binding to human NRP-1; O14786; FAM-RPARPAR peptide binding to NRP-1, fluorescence polarization; inhibition, % at 25 µM; 360,000 tested, 0.85% active;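 active = inhibition or corrected inhibition above about 18%, plus a signal ratio from 0.5 to 1.5, limit read from the data, passing the limit was not always enough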; also: strong numbers were not always called active
# DNMT1 block: inhibitors of human DNMT1; P26358; DNMT1 molecular beacon, Hinp1I cleavage, fluorescence; inhibition (reported as % activation of signal), % at 10 µM; 360,000 tested, 0.83% active; in the data active = inhibition above about 50%
# Scp1 inh: Scp-1 (human) phosphatase inhibition; Q9GZU7; Recombinant Scp1, phosphopeptide, malachite green phosphate absorbance; inhibition, % at 20 µM; 340,000 tested, 0.88% active; AID 493091;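 active = inhibition above about 50% at 20 µM, limit read from the data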;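 also: plate controls were DMSO wells with enzyme for no effect and wells lacking enzyme for full effect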
#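 System: truncated SCP-1 phosphatase (76-261aa); medium: Tris acetate buffer pH 5.5 with MgCl2 and Tween-20; incubation: 45 min room-temperature reaction, 5 min colour, 30 min stabiliser; compound: single 20 µM dose, 1% DMSO; reagent: Phosphorylated 17-residue peptide substrate; read-out: % inhibition at 20 µM; technique: colorimetric free-phosphate detection, absorbance 630 nm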
# STEP block: STEP (human) phosphatase inhibition; P54829; recombinant STEP, OMFP fluorogenic substrate, fluorescence; inhibition, % at 20 µM; 360,000 tested, 0.25% active;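 active = inhibition at 20 µM, scaled per plate between control wells, above about 37%, limit read from the data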;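 also: 0% = DMSO with enzyme and substrate and 100% = substrate only without enzyme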
#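 Assay system: isolated STEP enzyme / Timing: 20 min at room temperature, dark / Doses: 20 µM, 1% DMSO / Technique: fluorescence intensity, excitation 480 nm, emission 540 nm / Reagent: fluorogenic phosphatase substrate OMFP at 25 µM final / Measure: percent inhibition scaled to no-enzyme and uninhibited-enzyme controls, plate-pattern corrected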
# bovine MsrA act: bovine methionine sulfoxide reductase A activation; activation, % at 10.6 µM; purified bovine MsrA, absorbance read-out; AID 602163; 360,000 tested, 0.3% active; in the data active = activation above about 7.5%;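 also: 0% = vehicle and 100% = reference activator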
# MsrA inhibitor: inhibits bovine methionine sulfoxide reductase A; purified bovine MsrA, absorbance read-out; inhibition, % at 15.5 µM; 360,000 tested, 0.75% active; in the data active = inhibition above about 4.5%;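 also: 0% = vehicle wells with enzyme and 100% = reference inhibitor wells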
# Numbers without * were called inactive; x = not tested or not shown.
(1) COc1cc(COCC(O)CN2CCN(Cc3ccccc3)CC2)cc(OC)c1OC (centres undefined)
(2) Cc1ccc(NC(=O)CSc2nnc(Cc3cccn3C)n2-c2ccc(F)cc2)c(C)c1
(3) O=C(O)CCSCC(=O)c1ccc2c(c1)OCCO2
(4) Cc1c(OCC(=O)N[C@@H](Cc2ccccc2)C(=O)O)ccc2c1oc(=O)c1ccccc12
(5) COc1ccccc1C(=O)N/C(=C\c1cn(S(=O)(=O)N(C)C)c2ccccc12)C(=O)NCCN1CCOCC1
(6) c1ccc(-n2nnnc2CN2CCOCC2)cc1
(7) COc1ccc(C(=O)C(=O)N2CCC(c3ccccc3)CC2)cn1
(8) CC(C)[C@H](NC(=O)C1CCN(S(=O)(=O)c2ccccc2)CC1)C(=O)NCc1ccc(F)cc1

entry no.,1,2,3,4,5,6,7,8
LMPTP inh,-0.5,1.6,-1.2,-0.9,-0.2,-0.5,-1.5,-0.9
SUMO1-SIM PPI,-2,3,-3,20,-7,-2,-4,-3
TbMetRS inhib,-1.0,-1.0,-0.9,0.2,0.0,-0.2,-1.2,-0.6
eLon inh,5,2,-14,-5,-5,3,x,6
NRP1-CendR mod,5,-1,-1,-37,0,-8,16,10
DNMT1 block,0,0,0,4,0,3,x,2
Scp1 inh,-1,-8,14,10,6,3,x,-4
STEP block,-1,1,-1,3,-3,1,x,-2
bovine MsrA act,-4,-1,-8,-3,-5,-11,x,-1
MsrA inhibitor,1.2,-0.7,0.8,0.6,x,0.6,3.5,0.3

(9) CCOC(=O)C1(Cc2ccccc2)CCN(Cc2cccn2-c2cccnc2)CC1
(10) O=C(CC1NCCc2ccccc21)Nc1ccccc1Cl (centres undefined)
(11) CC(=O)SC1CC(=O)N(c2c(C)cccc2C)C1=O (centres undefined)
(12) CCOc1ccc(N2C(=O)CC(N(O)c3ccccc3)C2=O)cc1 (centres undefined)
(13) O=C(c1cccc(C(F)(F)F)c1)N1CCN(C2CCCCC2)CC1
(14) COc1cccc(/C=C2\Sc3ccc(C(=O)NCc4cccnc4)cc3N(C)C2=O)c1
(15) Cc1nnc(NC(=O)CSc2nc3c(c(=O)n2C)SC(C)C3)s1 (centres undefined)
(16) CC(C)c1ccccc1NC(=O)COC(=O)CNC(=O)c1ccc(Br)cc1

entry no.,9,10,11,12,13,14,15,16
LMPTP inh,1.8,-0.9,-2.9,-0.6,-1.6,3.0,-1.6,-1.0
SUMO1-SIM PPI,1,0,2,-8,3,-14,2,1
TbMetRS inhib,0.0,-0.5,-0.7,1.3,-0.6,-0.1,0.8,0.0
eLon inh,-3,-9,5,-4,3,8,4,-9
NRP1-CendR mod,-4,6,14,2,0,7,11,3
DNMT1 block,1,-3,1,-1,1,-5,4,-1
Scp1 inh,-5,-9,-24,-5,-8,-10,-8,-7
STEP block,-3,1,-3,0,0,7,1,1
bovine MsrA act,-4,-3,-8,-5,-3,-2,-4,0
MsrA inhibitor,1.1,-0.9,-1.5,-1.0,0.7,0.8,1.7,1.4

(17) O=C(CCc1ccccc1)Nc1nnc(-c2cccs2)o1
(18) COc1cccc(/C=N/NC(=O)c2cccc([N+](=O)[O-])c2)c1OS(=O)(=O)c1ccccc1
(19) COc1ccc(/C=C/C(=O)NCCCN2CCCCCC2)cc1
(20) Cc1ccc(N=CC=C2OC(C)(C)C(C)(C)O2)c(C)c1
(21) COc1ccc(Cl)cc1N(CC(=O)NCC(C)C)S(=O)(=O)c1ccc(C)c([N+](=O)[O-])c1
(22) C/C(=N/NC(=O)CN1CCN(S(=O)(=O)c2ccc(Br)cc2)CC1)c1ccncc1
(23) CCOC(=O)N1CCC(NC(=O)CS(=O)(=O)Cc2nc(-c3ccc(C)cc3)oc2C)CC1
(24) CC1(C(=O)NS(=O)(=O)c2ccc(Cl)cc2)CCN1C(=O)C/C=C/c1ccccc1 (centres undefined)

entry no.,17,18,19,20,21,22,23,24
LMPTP inh,0.0,1.9,23,-2.1,-0.4,2.5,-0.2,-1.3
SUMO1-SIM PPI,2,-17,-39,3,1,-8,0,1
TbMetRS inhib,-0.2,0.2,0.3,-0.4,-0.3,-0.1,-0.2,-0.3
eLon inh,5,-1,-8,-9,-8,-5,-4,-5
NRP1-CendR mod,3,8,12,0,-1,7,-10,-1
DNMT1 block,-1,-5,-10,-4,2,1,3,2
Scp1 inh,-9,-7,-1,-2,-4,-7,-5,x
STEP block,1,0,1,-1,-2,2,2,-3
bovine MsrA act,2,-3,-4,-1,-1,-2,2,-3
MsrA inhibitor,-0.5,2.1,-0.4,-0.1,0.8,0.5,0.5,0.3

(25) COc1ccc(C(=O)NCCNc2nc3cc(C)cc(C)c3cc2C#N)cc1
(26) COc1cccc(C2/C(=C(\O)c3ccc(OC)c(OC)c3)C(=O)C(=O)N2c2cc(C)on2)c1 (centres undefined)
(27) Cc1nc(C)n(CC(=O)N2CCCC(C(=O)c3ccc(C(F)(F)F)cc3)C2)n1 (centres undefined)
(28) Cc1ccnc2nc(C(=O)NCc3cccs3)nn12
(29) CSc1nsc(SCC(=O)Nc2ccc3c(c2)OCCO3)n1
(30) C=CCNc1nc(NCCO)nc(N2CCCC2)n1
(31) O=C(O)CCCN1C(=O)C2C3CC(C2C1=O)C1C(c2ccccc2)c2sc(=O)[nH]c2SC31 (centres undefined)
(32) Cc1ccc(C)c(OCC(=O)NCC2COc3ccccc3O2)c1 (centres undefined)

entry no.,25,26,27,28,29,30,31,32
LMPTP inh,-0.1,0.5,0.8,-3.0,-0.1,-0.3,-0.4,0.3
SUMO1-SIM PPI,-46,-14,1,0,-3,0,5,1
TbMetRS inhib,-0.5,0.0,-0.5,-0.9,0.3,0.1,0.2,-0.3
eLon inh,x,2,-5,3,-1,-6,-5,-6
NRP1-CendR mod,6,9,-1,-5,1,3,20,-3
DNMT1 block,x,8,2,2,-2,-1,2,-5
Scp1 inh,x,2,-7,-13,-5,-4,2,8
STEP block,x,1,3,-3,3,-3,-1,1
bovine MsrA act,x,-4,-2,0,-7,-2,-2,0
MsrA inhibitor,1.7,3.4,-0.6,-0.3,-0.6,0.5,-2.0,0.9

# Four compounds drawn at random from the list so far, as already listed:
(29) CSc1nsc(SCC(=O)Nc2ccc3c(c2)OCCO3)n1
(5) COc1ccccc1C(=O)N/C(=C\c1cn(S(=O)(=O)N(C)C)c2ccccc12)C(=O)NCCN1CCOCC1
(14) COc1cccc(/C=C2\Sc3ccc(C(=O)NCc4cccnc4)cc3N(C)C2=O)c1
(17) O=C(CCc1ccccc1)Nc1nnc(-c2cccs2)o1

entry no.,29,5,14,17
LMPTP inh,-0.1,-0.2,3.0,0.0
SUMO1-SIM PPI,-3,-7,-14,2
TbMetRS inhib,0.3,0.0,-0.1,-0.2
eLon inh,-1,-5,8,5
NRP1-CendR mod,1,0,7,3
DNMT1 block,-2,0,-5,-1
Scp1 inh,-5,6,-10,-9
STEP block,3,-3,7,1
bovine MsrA act,-7,-5,-2,2
MsrA inhibitor,-0.6,x,0.8,-0.5

# Going on with the list:
(33) Cc1ccc2c(c1)c1nnc(SCC(=O)Nc3ccccc3C(F)(F)F)nc1n2CC(=O)O
(34) C/C(=N\NC(N)=O)c1ccccc1
(35) CCC(=O)NCCN1CCN(C(=O)CC)CC1
(36) Cn1c2c(c(=O)n(C)c1=O)C(c1cccc([N+](=O)[O-])c1)Nc1ccccc1O2 (centres undefined)
(37) COc1cc(/C=C/C(=O)OCC(=O)N2CC(C)OC(C)C2)ccc1OCC#N (centres undefined)
(38) COC(=O)c1[nH]c2ccc(F)cc2c1NS(=O)(=O)c1ccc(OC)cc1
(39) O=C(Cc1ccccc1)Nc1nccs1
(40) Cc1ccc(/C=C(\NC(=O)c2ccccc2)C(=O)OCc2ccccc2)cc1

entry no.,33,34,35,36,37,38,39,40
LMPTP inh,0.8,1.1,-0.6,-1.3,-0.4,-0.3,0.2,1.8
SUMO1-SIM PPI,7,-4,-2,-5,-16,-3,6,-4
TbMetRS inhib,4.5,-0.2,-0.6,-0.8,-0.2,-0.1,0.5,-1.0
eLon inh,-1,-6,2,-4,-4,19,-3,-8
NRP1-CendR mod,10,-14,1,9,7,18,15,-8
DNMT1 block,3,4,3,-4,6,-1,21,-3
Scp1 inh,-3,-4,-5,-8,x,19,-4,-12
STEP block,0,-1,0,-1,0,1,-1,1
bovine MsrA act,-4,-4,-9,-5,-2,-5,-1,-4
MsrA inhibitor,2.2,-1.4,-1.0,-0.3,1.8,0.5,-0.9,0.8

(41) O=C(Cn1cc([N+](=O)[O-])ccc1=O)NC1CCCCC1
(42) O=c1c2c(-c3ccccc3)csc2ncn1/N=C/c1c2ccccc2cc2ccccc12
(43) Cc1ccc(NC(=O)C2CCN(C(=O)c3cccs3)CC2)cc1
(44) CC(=O)c1cc(C#N)c(N2CC(C)OC(C)C2)nc1C (centres undefined)
(45) S=C(NCCN1CCOCC1)Nc1ccc(Nc2ccccc2)cc1
(46) Cc1nc(SCC(N)=O)c(C#N)c(C)c1C
(47) COC(=O)c1cc(=O)nc(NN=C2CCCCC2)s1
(48) O=c1c(-c2cccs2)nc2ccccc2n1C(CCc1ccccc1)c1nc2ccccc2[nH]1 (centres undefined)

entry no.,41,42,43,44,45,46,47,48
LMPTP inh,-1.3,1.8,-0.4,-0.2,-1.2,-1.6,0.6,4.2
SUMO1-SIM PPI,-7,-17,-1,2,3,0,-12,-29
TbMetRS inhib,-0.6,-0.5,-4.1,2.2,-1.6,0.2,-1.1,-0.2
eLon inh,-17,0,-6,-7,-5,1,-1,x
NRP1-CendR mod,-3,3,1,3,-4,6,12,16
DNMT1 block,1,6,1,1,-6,-4,2,x
Scp1 inh,-3,-13,-5,-5,-1,-5,x,x
STEP block,-2,-4,2,0,10,-2,0,x
bovine MsrA act,-4,1,-1,0,-4,-1,-5,x
MsrA inhibitor,0.4,2.7,-1.6,2.2,-1.0,-0.2,x,1.1

(49) COc1ccc(CCNC(=S)NC(=O)c2cccc(Cl)c2)cc1OC
(50) CCCc1c(O)nc(SCc2ccccc2)[nH]c1=O
(51) CC(C)CCNC(=O)CN1C(=O)NC(c2ccccc2)(c2ccccc2)C1=O
(52) CC(c1ccccc1)N1C(=O)/C(=C/c2ccncc2)SC1=S (centres undefined)
(53) Cc1cccc(NC(=O)CSC(N)=O)c1C

entry no.,49,50,51,52,53
LMPTP inh,2.9,-1.9,0.8,-0.4,-1.1
SUMO1-SIM PPI,7,1,-2,-12,0
TbMetRS inhib,0.4,-0.6,-0.1,0.0,-0.4
eLon inh,-2,-5,3,1,-4
NRP1-CendR mod,14,5,8,5,5
DNMT1 block,-8,0,2,0,-5
Scp1 inh,-10,-8,3,-11,1
STEP block,-1,2,0,2,1
bovine MsrA act,-1,-4,0,-1,-1
MsrA inhibitor,0.7,-0.7,0.5,1.6,-1.3
